# From PubChem
# TDP1 cell CPT: DT40-hTDP1 cell growth loss with CPT; Potency, µM (highest dose often 46.2 µM), for the others: top-dose activity change, negative = growth inhibition, actives largely listed as inhibitors; 420,000 tested, 12% active; AID 686979; chicken DT40 Tdp1-/-;hTDP1 cells + 20 nM CPT, ATP luminescence, 48 h; note: nearly all actives have a fitted effect of over 55% in size
#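 Cell growth measured by CellTiter-Glo luminescence after a minimum 48 h, 37 C compound exposure with 20 nM CPT in Tdp1-knockout DT40 cells stably expressing hTDP1, seeded 400/well; qHTS titration format.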
# TDP1 inh: TDP1 (human) enzyme inhibition | Q9NUW8 | recombinant TDP1, AlphaScreen DNA substrate cleavage | Potency, µM (series often up to 130 µM), for inactives: top-dose activity change, negative = inhibition, most hits filed as inhibitors | 350,000 tested, 0.28% active | AID 485290; note: nearly all actives have a fitted effect of over 40% in size
# Target sequence (Q9NUW8 whole entry, looked up): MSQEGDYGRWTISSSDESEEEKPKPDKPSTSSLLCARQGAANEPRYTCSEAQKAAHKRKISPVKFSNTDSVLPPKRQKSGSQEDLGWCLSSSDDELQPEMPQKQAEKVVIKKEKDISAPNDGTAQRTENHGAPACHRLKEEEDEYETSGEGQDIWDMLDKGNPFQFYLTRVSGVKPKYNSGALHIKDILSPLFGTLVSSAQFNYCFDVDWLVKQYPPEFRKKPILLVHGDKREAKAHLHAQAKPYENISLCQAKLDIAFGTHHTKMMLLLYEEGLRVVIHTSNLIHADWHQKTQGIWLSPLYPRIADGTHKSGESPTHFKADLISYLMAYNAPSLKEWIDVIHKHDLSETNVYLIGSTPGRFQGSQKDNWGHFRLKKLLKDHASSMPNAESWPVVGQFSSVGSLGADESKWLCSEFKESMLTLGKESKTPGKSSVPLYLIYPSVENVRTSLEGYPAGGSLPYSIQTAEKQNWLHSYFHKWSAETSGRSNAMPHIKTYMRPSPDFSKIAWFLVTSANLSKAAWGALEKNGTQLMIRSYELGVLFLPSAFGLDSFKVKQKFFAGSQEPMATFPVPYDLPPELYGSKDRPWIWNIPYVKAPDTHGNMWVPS
#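 Steps: enzyme plus compound, 15 min RT; add biotin/phosphotyrosine-FITC oligonucleotide (15 nM final), react 5 min; add donor/acceptor beads (10 ug/ml final), 10 min; read AlphaScreen. Tdp1 at 1 nM final.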
# TDP1 cell noCPT: qHTS for Inhibitors of human tyrosyl-DNA phosphodiesterase 1 (TDP1): qHTS in cells in absence of CPT | Potency, µM (series often up to 46.2 µM), without a hit: at the highest dose activity change, negative = growth inhibition, most hits filed as inhibitors | DT40 Tdp1-/- hTDP1 cells, no CPT, ATP luminescence, 48 h | AID 686978, 2013 | 420,000 tested, 15% active; note: nearly all actives have a fitted effect of over 55% in size
#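 Readout: luminescence from CellTiter-Glo after 30 min in the dark at RT. Cells: DT40 Tdp1-/- with stable hTDP1, 400/well. Exposure: compounds alone, ≥48 hr, 37 °C.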
# Numbers without * were called inactive; ? = inconclusive; nt = no result given; [ ] = dose if it differs, or a comment. Calls come from the whole dose curve; as a rule, active = well fitted curve in the direction sought with a large enough effect; inconclusive = small, poorly fitted or top-dose-only effect, or another doubt; inactive = no such curve, though single readings can be large; an effect the other way counts as inactive or inconclusive. % is set by controls: 0 for no effect and ±100 for the full control effect; potency is the fitted concentration of half-maximal effect.
entry	SMILES	TDP1 cell noCPT	TDP1 cell CPT	TDP1 inh
1	COc1ccccc1NC(CC(=O)c1ccccc1)C(=O)OCC(=O)c1ccc(C)c(C)c1 (centres undefined)	16.4µM*	10.3µM*	3.0%
2	Nc1ccc(CN2CCCCCC2)cc1	-6.9%	-12.6%	-0.1%[56.1 µM]
3	CCCN1CNC(=S)N(c2cc(C)ccc2C)C1	-9.3%	-6.3%	4.9%
4	O=C(CCC1CCCN(C(=O)c2ccc3c(c2)OCCO3)C1)NCc1ccccc1F (centres undefined)	-1.3%	-27.3%	2.7%
5	CC(=O)Nc1ccc(SC[C@H](Cc2ccccc2)N2CCN(CC(C)C)CCC2=O)cc1	?	?	0.0%
6	O=C(CSc1nccn1Cc1ccco1)Nc1ccccc1C(F)(F)F	-8.2%	2.5%	3.2%
7	CCS(=O)(=O)c1ncc(Cl)c(C(=O)Nc2ccc(S(=O)(=O)N3CCC(C)CC3)cc2)n1	2.59µM*	1.84µM*	10.2%
8	CCC1SC(=Nc2cccc(C)c2)NC1=O (centres undefined)	10.5%	10.2%	3.4%
9	CC1CCCCN1CCCNC(=O)Cn1ncc2c3ccccc3n(C)c2c1=O (centres undefined)	-1.8%	6.4%	-5.1%
10	Cc1ccc(NC(=O)CSCC(=O)N(C)CC(=O)Nc2ccccc2C(F)(F)F)cc1	-2.2%	13.2%	3.6%
11	CN(C)CCNc1cccc2sc3ccc(O)cc3c(=O)c12	0.326µM*	0.184µM*	nt
12	Cc1nnc(SCC(=O)NC2CCCC2)n1C(C)C	1.4%	3.3%	1.0%
13	OC(CNCc1ccc(Cl)cc1)C(F)(F)F (centres undefined)	?	6.1%	-5.1%
14	O=C(Nc1ccc2nc(SCCOc3ccccc3Cl)sc2c1)c1ccc2c(c1)OCO2	?	?	-3.6%
15	CCn1c(CSCc2ccccc2)n[nH]c1=S	?	?	5.1%
16	O=C(O)c1cc(C(=O)C2CCCCC2)c[nH]1	-4.4%	-20.4%	3.5%
17	CCN(CC)c1nc(N)c(C#N)c(CC#N)c1C#N	-19.2%	-23.8%	nt
18	O=C(NCc1ccco1)C1CCN(C(=O)c2ccc([N+](=O)[O-])cc2)CC1	-10.9%	-5.7%	2.4%
19	O=C(/C=C/c1ccc(-c2ccccc2[N+](=O)[O-])o1)c1ccco1	?	?	4.2%
20	Cc1ccc(NC(=O)COC(=O)C2CC(=O)N(Cc3ccccc3)C2)cc1S(=O)(=O)N(C)C (centres undefined)	0.9%	14.7%	1.2%
21	COCC(=O)NC(C)c1nc2ccccc2[nH]1 (centres undefined)	-17.5%	-3.2%	1.1%
22	Cc1c(C(=O)N/N=C/C(C)C)[nH]c2ccc([N+](=O)[O-])cc12	?	4.9%	5.4%
23	COc1cccc(C2C(C(=O)c3ccc(C)o3)=C(O)C(=O)N2CCN2CCOCC2)c1OC (centres undefined)	6.5%	0.6%	2.0%
24	CCn1ccc2c(OCC(=O)Nc3ccccc3C)cccc2c1=O	11.6µM*	14.6µM*	7.8%
25	O=C(Nc1ccccc1C(=O)Nc1ccccn1)c1ccccc1F	?	-27.4%	nt
26	CC1C2NC(=O)N(Cc3ccccc3)C1(C)Oc1ccccc12 (centres undefined)	?	-23.7%	-3.4%
27	CCc1ccccc1NC(=O)CSc1nc2[nH]c(=O)cc(O)c2s1	-4.1%	-17.3%	3.6%
28	COc1ccc(CNC(=O)c2ccc(CN3CCOCC3)cc2)cc1	-5.1%	4.2%	5.2%
29	CNC(=O)C1CC(=O)N(c2ccc(F)c(Cl)c2)C1 (centres undefined)	-11.8%	-28.7%	3.1%
30	CCOC(=O)C1CCCN(C(=O)c2ccc(CS(=O)(=O)c3ccc(C)cc3)o2)C1 (centres undefined)	-16.7%	-7.8%	-14.4%

# Shown screen by screen: entries from further up.
(10) Cc1ccc(NC(=O)CSCC(=O)N(C)CC(=O)Nc2ccccc2C(F)(F)F)cc1
(11) CN(C)CCNc1cccc2sc3ccc(O)cc3c(=O)c12
(12) Cc1nnc(SCC(=O)NC2CCCC2)n1C(C)C
(13) OC(CNCc1ccc(Cl)cc1)C(F)(F)F (centres undefined)
(14) O=C(Nc1ccc2nc(SCCOc3ccccc3Cl)sc2c1)c1ccc2c(c1)OCO2
(15) CCn1c(CSCc2ccccc2)n[nH]c1=S
(16) O=C(O)c1cc(C(=O)C2CCCCC2)c[nH]1
assay / entry,10,11,12,13,14,15,16
TDP1 cell noCPT,-2.2%,0.326µM*,1.4%,?,?,?,-4.4%
TDP1 cell CPT,13.2%,0.184µM*,3.3%,6.1%,?,?,-20.4%
TDP1 inh,3.6%,nt,1.0%,-5.1%,-3.6%,5.1%,3.5%

(17) CCN(CC)c1nc(N)c(C#N)c(CC#N)c1C#N
(18) O=C(NCc1ccco1)C1CCN(C(=O)c2ccc([N+](=O)[O-])cc2)CC1
(19) O=C(/C=C/c1ccc(-c2ccccc2[N+](=O)[O-])o1)c1ccco1
(20) Cc1ccc(NC(=O)COC(=O)C2CC(=O)N(Cc3ccccc3)C2)cc1S(=O)(=O)N(C)C (centres undefined)
(21) COCC(=O)NC(C)c1nc2ccccc2[nH]1 (centres undefined)
(22) Cc1c(C(=O)N/N=C/C(C)C)[nH]c2ccc([N+](=O)[O-])cc12
(23) COc1cccc(C2C(C(=O)c3ccc(C)o3)=C(O)C(=O)N2CCN2CCOCC2)c1OC (centres undefined)
assay / entry,17,18,19,20,21,22,23
TDP1 cell noCPT,-19.2%,-10.9%,?,0.9%,-17.5%,?,6.5%
TDP1 cell CPT,-23.8%,-5.7%,?,14.7%,-3.2%,4.9%,0.6%
TDP1 inh,nt,2.4%,4.2%,1.2%,1.1%,5.4%,2.0%

(24) CCn1ccc2c(OCC(=O)Nc3ccccc3C)cccc2c1=O
(25) O=C(Nc1ccccc1C(=O)Nc1ccccn1)c1ccccc1F
(26) CC1C2NC(=O)N(Cc3ccccc3)C1(C)Oc1ccccc12 (centres undefined)
(27) CCc1ccccc1NC(=O)CSc1nc2[nH]c(=O)cc(O)c2s1
(28) COc1ccc(CNC(=O)c2ccc(CN3CCOCC3)cc2)cc1
(29) CNC(=O)C1CC(=O)N(c2ccc(F)c(Cl)c2)C1 (centres undefined)
(30) CCOC(=O)C1CCCN(C(=O)c2ccc(CS(=O)(=O)c3ccc(C)cc3)o2)C1 (centres undefined)
assay / entry,24,25,26,27,28,29,30
TDP1 cell noCPT,11.6µM*,?,?,-4.1%,-5.1%,-11.8%,-16.7%
TDP1 cell CPT,14.6µM*,-27.4%,-23.7%,-17.3%,4.2%,-28.7%,-7.8%
TDP1 inh,7.8%,nt,-3.4%,3.6%,5.2%,3.1%,-14.4%

# From entry 29 as far as 30, as listed above:
entry	SMILES	TDP1 cell noCPT	TDP1 cell CPT	TDP1 inh
29	CNC(=O)C1CC(=O)N(c2ccc(F)c(Cl)c2)C1 (centres undefined)	-11.8%	-28.7%	3.1%
30	CCOC(=O)C1CCCN(C(=O)c2ccc(CS(=O)(=O)c3ccc(C)cc3)o2)C1 (centres undefined)	-16.7%	-7.8%	-14.4%

# Further records.
entry	SMILES	TDP1 cell noCPT	TDP1 cell CPT	TDP1 inh
31	C[C@H](NC(=O)C1CCC(CNC(=O)[C@@H]2CCCN2C(=O)OC(C)(C)C)CC1)C(=O)O (some centres undefined)	13.5%	5.5%	nt
32	CC(C)[C@H](NC(=O)c1ccccc1)C(=O)OCC(=O)/C=C1/N(C)c2ccccc2C1(C)C	8.2µM*	10.3µM*	3.2%
33	CCOc1ccc(NC(=O)c2c(NCc3cccc(OC)c3OC)sc3c2CCC3)cc1	?	?	3.8%
34	O=C(c1cc(-c2ccccn2)nc2c(Cl)cccc12)N1CCN(C(=O)C2CCCO2)CC1 (centres undefined)	?	-29.7%	4.4%
35	CC1(C(=O)NS(=O)(=O)c2cccs2)CCN1C(=O)c1ccccc1 (centres undefined)	15.3%	15.2%	nt
36	CN(C)CCCN(C(=O)CCc1ccccc1)c1nc2ccc(Br)cc2s1	23.1µM*	?	5.8%
37	CN1C(C(=O)NCC2CC2)CC2Cn3c(nc4cc(Cl)c(Cl)cc43)C21 (centres undefined)	-17.6%	-16.6%	3.5%
38	O=C(Nc1ccccc1C(F)(F)F)n1ncc2cc(Cl)ccc21	-18.9%	-13.1%	5.7%
39	Nc1nonc1C(=O)OCC(=O)N1CCCCC1	-19.9%	30.1%[activator]	-2.5%
40	CC(OC(=O)C1CC(=O)N(Cc2ccccc2)C1)C(=O)Nc1ccc(F)cc1Cl (centres undefined)	-4.8%	5.9%	-8.2%[0.505 µM]
41	COC(=O)CC(NC(=O)c1cccs1)c1ccc(OC)c(OC)c1 (centres undefined)	14.0%	-0.3%	2.9%
42	O=C(COC(=O)c1ccc(F)cc1)NCC1COc2ccccc2O1 (centres undefined)	-12.8%	-12.5%	0.2%
43	COc1cccc(CNC(=O)CNC(=S)N(Cc2ccccc2)Cc2ccccc2F)c1	?	?	2.9%
44	NC(=S)N/N=C/c1ccc(C23CC4CC(CC(C4)C2)C3)cc1	3.66µM*	9.2µM*	nt
45	COc1cc(/C=N/NC(=O)c2ccncc2)ccc1OC(=O)c1ccc([N+](=O)[O-])cc1	-24.5%	-22.2%	6.0%

# As entered above:
# no. 40 @ TDP1 inh: -8.2%[0.505 µM]
# no. 36 @ TDP1 inh: 5.8%

# More entries
entry	SMILES	TDP1 cell noCPT	TDP1 cell CPT	TDP1 inh
46	O=C(CN1CCOCC1)N/N=C/c1c(O)ccc2ccccc12	9.2µM*	7.31µM*	nt
47	COc1ccc(CNCCS(=O)(=O)NC2CCCCC2)cc1	?	-1.0%	nt
48	CN(C(=O)c1ccccc1)c1ccccc1C(=O)NCCc1ccccc1	?	?	1.3%
49	CS(=O)(=O)Oc1ccc(Br)cc1/C=C1/N=C(c2ccco2)OC1=O	-8.3%	-16.9%	1.9%
50	COc1ccc(-n2nc(C(=O)Nc3ccc4c(c3)OCO4)c3ccccc3c2=O)cc1	?	?	6.5%
51	O=C(CSc1nccn1Cc1ccco1)Nc1ccc(OC(F)(F)F)cc1	-29.7%	?	6.6%
52	Cc1ccc(C(=O)C(SC(C)(C)C)n2cncn2)cc1 (centres undefined)	-1.1%	-26.6%	nt
53	CCc1cc(C(=O)Cc2nc3ccccc3s2)c(O)cc1OCC(=O)O	-33.2%	-6.6%	7.6%
54	NC(=O)C1CCN(C(=O)CCc2ccsc2)CC1	4.4%	-11.6%	1.8%
